High-throughput results deposited in PubChem by National Center for Advancing Translational Sciences (NCATS).
ALOX12 inhib = 12-hLO (ALOX12) enzyme inhibition. hit rate 0.12% among 150,000. P18054. purified 12-hLO, xylenol orange hydroperoxide absorbance. Potency, µM (doses to about 57.1 µM), for the others: top-dose activity change, negative = inhibition, usual class: inhibitors; also: potency is read from the fitted curve at half-maximal effect; nearly all actives have a fitted effect of over 55% in size; many of its hits are not listed in these tables
Target sequence (P18054 whole entry, looked up): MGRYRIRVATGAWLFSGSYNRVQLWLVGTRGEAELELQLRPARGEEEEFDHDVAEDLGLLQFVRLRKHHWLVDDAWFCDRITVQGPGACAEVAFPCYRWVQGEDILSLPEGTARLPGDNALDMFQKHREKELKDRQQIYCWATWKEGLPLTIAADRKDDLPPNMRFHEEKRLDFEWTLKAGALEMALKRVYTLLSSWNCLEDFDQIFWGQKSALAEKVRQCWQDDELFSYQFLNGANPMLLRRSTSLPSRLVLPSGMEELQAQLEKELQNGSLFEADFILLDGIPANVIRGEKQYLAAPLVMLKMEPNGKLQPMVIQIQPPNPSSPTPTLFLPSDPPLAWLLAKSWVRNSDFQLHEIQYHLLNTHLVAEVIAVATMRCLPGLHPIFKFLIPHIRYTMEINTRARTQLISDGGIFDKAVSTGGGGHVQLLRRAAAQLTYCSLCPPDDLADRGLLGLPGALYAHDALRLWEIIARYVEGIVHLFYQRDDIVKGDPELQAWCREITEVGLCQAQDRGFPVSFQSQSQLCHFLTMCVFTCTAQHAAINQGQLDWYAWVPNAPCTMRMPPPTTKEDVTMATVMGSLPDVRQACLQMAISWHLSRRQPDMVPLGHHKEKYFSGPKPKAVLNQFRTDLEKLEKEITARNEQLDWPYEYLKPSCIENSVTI
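Lipoxygenase turnover measured by absorbance at 573 and 405 nm after Fe-XO development. Human 12hLO 150 nM, arachidonate 40 uM, pH 7.0 Hepes buffer with detergent; 15 min compound preincubation, 30 min reaction.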
ALOX15B inhib = blocks human 15-lipoxygenase 2 activity | O15296 | purified 15hLO-2, xylenol orange hydroperoxide absorbance | Potency, µM (doses to about 57.1 µM), inactives show at the top dose activity change, negative = inhibition, actives largely listed as inhibitors | hit rate 0.56% among 110,000; also: potency is read from the fitted curve at half-maximal effect; nearly all actives have a fitted effect of over 60% in size; many of its hits are not listed in these tables
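Read-out: hydroperoxide product oxidises ferrous iron, measured as xylenol orange complex via the 573-to-405 nm absorbance ratio after 30 min. Reaction: 50 nM enzyme, 15 min compound preincubation, 45 uM arachidonic acid, 90 min RT, Hepes pH 7.5 with Triton X-100.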
PNC inhibitor = inhibitors of perinucleolar compartment assembly. PC3M PTB-GFP, PNC prevalence imaging, 16 h; stronger effect = lower value. activity change (PNC), negative = inhibition, % at 10 µM. hit rate 3.1% among 140,000. AID 2417;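 active = readout at or below -70, meaning at least 70% loss of cells showing the perinucleolar compartment, a nuclear body marking cancer cells; inconclusive = readout between -30 and a set limit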;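 also: plate controls were DMSO wells for no effect and camptothecin positive control wells for full effect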
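Compounds are pinned in duplicate onto adhered PC3M cells stably expressing GFP-tagged PTB and incubated 16 h at 37 C. Cells are then fixed, nuclei stained with Hoechst, and PNC-positive cells counted.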
IMPase cell inh = cell-permeable inhibitors of inositol monophosphatase (IMPase); inhibition (IP1 accumulation), % at 46.1 µM; CHO-M1 cells, IP1 accumulation, HTRF TR-FRET ratio; 120,000 tested, under 10 active; AID 901; active = well fitted curve in the direction sought with a large enough effect in the signal ratio, not every such curve was filed as active; inconclusive = small, poorly fitted or top-dose-only effect, or a change in a side signal; inactive = no such curve, though single readings can be large or run the other way; the % refers to the signal ratio;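 also: cells stimulated with carbachol in lithium chloride buffer; plate controls were DMSO basal wells for no effect and reference inhibitor wells for full effect; higher means more IMPase inhibition seen as more IP1 and lower FRET ratio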
Target sequence (P97697 whole entry, looked up): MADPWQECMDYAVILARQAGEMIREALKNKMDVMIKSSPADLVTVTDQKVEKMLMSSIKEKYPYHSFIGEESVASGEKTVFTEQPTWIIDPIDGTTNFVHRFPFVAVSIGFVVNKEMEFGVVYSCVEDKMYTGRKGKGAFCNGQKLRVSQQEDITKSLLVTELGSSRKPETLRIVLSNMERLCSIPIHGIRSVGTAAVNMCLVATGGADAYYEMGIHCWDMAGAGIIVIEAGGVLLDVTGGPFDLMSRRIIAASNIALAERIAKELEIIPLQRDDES
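In this qHTS, compounds (final up to 46 uM) act on CHO-M1 cells that are then activated through the M1 receptor with carbachol, in pH 7.4 buffer containing 50 mM LiCl, for 30 min. IP1 accumulation is quantified by the IP-One immunoassay.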
Active calls of the source: *; ? = inconclusive; . = not tested or not shown; [ ] = remark or other dose. Unless noted, calls follow the shape of the dose curve; as a rule, active = well fitted curve in the direction sought with a large enough effect; inconclusive = small, poorly fitted or top-dose-only effect, or another doubt; inactive = no such curve, though single readings can be large; an effect the other way counts as inactive or inconclusive. Unless noted, % is scaled to controls: 0 for no effect and ±100 for the full control effect. A portion of the library; rates above refer to the full screens.

Results follow in this order: IMPase cell inh | ALOX12 inhib | ALOX15B inhib | PNC inhibitor
O=C(NN1C(=O)C2C3C=CC(C4CC34)C2C1=O)c1ccc(Cl)cc1 (stereo not drawn)
    1.9 | 6.6% | -2.9% | 68.7
C=CCCCCc1nc2ccccc2c(=O)n1N
    . | -4.7% | . | -4.9
COc1cc(NC(=O)c2cccs2)c(C(=O)OCC(=O)c2cc(C)n(-c3ccc(F)cc3)c2C)cc1OC
    . | -0.2% | . | 15.3
Cc1ccc2nc(NC(=O)C3CCN(S(=O)(=O)c4cccc5nsnc45)CC3)sc2c1
    -0.3 | -0.2% | . | -17.0
COCCn1c(C(C)C)nc2oc3ccccc3c(=O)c2c1=O
    -22.8 | -3.9% | -4.5% | 24.7
N#Cc1nc(Cc2ccccc2)oc1NCCc1ccccc1
    10.5 | -16.5% | -6.9% | 6.5
CN1CCN(C(=O)CSc2nc(-c3ccncc3)ccc2C#N)CC1
    -2.5 | 0.1% | -9.3% | -14.3
C=CCc1cc(Cl)ccc1OCCOCCNCCOC
    . | -4.2% | . | -9.9
Cn1c(=O)c2c(nc(N3CCOCC3)n2CCCNC2=NCCC2)n(C)c1=O
    ? | -3.3% | 1.0% | 28.3
CCOc1ccc(NC(=O)[C@@H](NC(=O)OCc2ccccc2)[C@@H](C)CC)cc1
    . | -0.8% | . | 18.6
COc1ccc(NC(C)=O)cc1NC(=O)CCn1c(=O)sc2ccccc21
    4.9 | -1.2% | . | ?
CC(=O)Nc1ccc(S(=O)(=O)Nc2ccc([N+](=O)[O-])cc2)cc1
    . | -23.2% | -12.0% | .
CCOc1nonc1C(=N)/C(C(C)=O)=C(\C)O
    6.4 | 0.5% | 0.5% | -23.5
CC1CCCCN1C(=O)c1cc(-c2ccc(Cl)c(Cl)c2)on1 (stereo not drawn)
    6.2 | -13.9% | 5.4% | -7.6
O=C(Cc1c(O)c2ccccc2[nH]c1=O)NC1CCCCCC1
    2.7 | -9.6% | 0.7% | 20.0
Cc1ccc(C=Nc2ccccc2C(N)=O)cc1
    -2.9 | 0.0% | 23.8% | -113.4*
CN(c1ccccc1)S(=O)(=O)c1ccc(C(=O)Nc2nnc(-c3ccc(F)cc3)o2)cc1
    -9.6 | 2.9% | 18.8% | -13.2
Cc1ccc(S(=O)(=O)NCCC(=O)Nc2cccc(Cl)c2)cc1
    . | -9.8% | . | -11.6
O=C(Oc1ccccc1C(=O)N1CCOCC1)c1ccc(Br)cc1
    3.6 | -0.5% | 1.7% | 34.4
COc1ccc(OC)c2[nH]c(=O)c(CCNC(=O)c3ccc(S(=O)(=O)N(C)C)cc3)cc12
    2.3 | -0.6% | 3.8% | 8.2

Given with each value named: part of the list above.
N#Cc1nc(Cc2ccccc2)oc1NCCc1ccccc1
- IMPase cell inh: 10.5
- ALOX12 inhib: -16.5%
- ALOX15B inhib: -6.9%
- PNC inhibitor: 6.5
CN1CCN(C(=O)CSc2nc(-c3ccncc3)ccc2C#N)CC1
- IMPase cell inh: -2.5
- ALOX12 inhib: 0.1%
- ALOX15B inhib: -9.3%
- PNC inhibitor: -14.3

Continuation:
Results follow in this order: IMPase cell inh | ALOX12 inhib | ALOX15B inhib | PNC inhibitor
c1ccc(-n2c(Cc3cn4ccsc4n3)nnc2N2CCOCC2)cc1
    6.2 | 2.7% | 2.0% | -7.4
O=C(Nc1cc(N2CCOCC2)ncn1)NC1(C(F)(F)F)Oc2ccccc2O1
    2.3 | 0.1% | . | 22.4
CCSc1nnc(NC(=O)CSc2nc3c(c(=O)n2-c2ccccc2)SCC3)s1
    -4.2 | 5.2% | . | 26.5
CCCCc1ccc(C2C(C#N)=C(N)SC(N)=C2C#N)s1
    ? | ? | 12.6µM* | 42.0
Cc1ccc(N2CCN(C(=O)CNS(=O)(=O)c3ccc(Br)s3)CC2C)cc1 (stereo not drawn)
    1.2 | -10.4% | 2.9% | 67.6
CC1(C)Cc2ccccc2-c2nnc(-c3ccccc3)n21
    -5.9 | -2.0% | 2.6% | 2.2
COc1cc(C2C(C#N)=C(N)OC3=C2C(=O)CC(C)(C)C3)c([N+](=O)[O-])cc1OC (stereo not drawn)
    5.3 | 0.8% | -25.8% | 23.9
C=COCCn1c(-c2nonc2N)nc2ccccc21
    3.3 | 4.7% | 6.7% | -23.3
CN(CC1COc2ccccc2O1)C(=S)Nc1ccccc1F (stereo not drawn)
    3.3 | -1.7% | . | ?
O=c1c2cnn(-c3ccccc3)c2nc(-c2ccco2)n1-c1ccccc1
    13.4 | 5.5% | -16.3% | -20.2
Brc1ccc(-c2cn3nc4c(nc3n2)CCCC4)cc1
    -0.5 | -6.9% | -22.4% | -99.8*
CCCn1c(SCC(=O)N2CCCCC2)nnc1-c1ccco1
    -0.3 | -4.5% | -7.0% | ?
COc1ccccc1CN1C(=S)SC(C)(C)C1NO (stereo not drawn)
    -0.4 | -4.4% | -20.2% | ?
N#Cc1nc(COc2ccc(Cl)cc2)oc1N1CCCC1
    2.2 | -7.3% | -4.7% | 33.2
C/C(=N\O)C(=O)NCc1ccncc1
    1.9 | 0.3% | 4.7% | ?
Cc1cccc(NC(=O)/C(=C\c2ccco2)NC(=O)c2ccccc2)c1
    1.3 | -6.0% | -24.0% | -29.7
CN1C(=O)CSC1=NCC12CC3CC(CC(C3)C1)C2
    5.8 | -0.4% | 1.4% | 4.4
COc1ccccc1/C=C/C1(C(=O)NC2CCCC2)CC(=O)N1c1ccc(F)cc1 (stereo not drawn)
    -0.3 | 2.7% | . | -25.5
O=C1C=C(NCc2ccccc2)CCC1
    -1.8 | 0.0% | . | 39.1
CCC(C(=O)Nc1ncccn1)(C(F)(F)F)C(F)(F)F
    -5.5 | -1.6% | 1.2% | ?
CC(=O)N(C)C1(c2nnnn2CCOC(=O)Nc2ccc(Cl)cc2)CCCCC1
    -6.2 | -2.4% | -7.9% | ?
O=c1[nH]c2cc3c(cc2cc1CN(Cc1ccccc1)Cc1nnnn1Cc1ccco1)OCCO3
    8.3 | -13.2% | -3.6% | 21.7
O=C(COC(=O)/C=C/c1ccc(F)cc1)Nc1ccccc1-c1ccccc1
    . | -2.2% | . | 53.3
Clc1ccc(-c2nc(N3CCCCC3)nc3ccccc23)cc1
    -0.6 | 0.2% | . | -100.0*
Cc1cc(/C=C2/NC(=O)N(Cc3ccccc3F)C2=O)c(C)n1-c1ccccn1
    . | -14.3% | . | 43.8
Cn1c(Sc2ccc(Br)cc2)c(C=O)c2ccccc21
    -7.4 | -9.7% | -9.6% | -26.5
CC(=O)c1c(C)n([O-])c2ccccc2[n+]1=O
    -2.3 | -3.0% | -1.1% | ?
CCSCc1nnc(SCC(=O)Nc2nc3ccccc3s2)n1C
    1.1 | 0.1% | -0.9% | -18.4
CCOC(=O)N1CCN(C(=O)c2ccccc2N(C)S(C)(=O)=O)CC1
    -1.9 | 7.0% | 2.5% | ?
c1csc(-c2nnc(Cc3cccc4ccccc34)o2)c1
    -2.9 | -4.1% | . | -22.9
CCN(CC)CCCN1C(=O)C(O)=C(C(=O)c2sc(C)nc2C)C1c1ccco1 (stereo not drawn)
    0.8 | -1.1% | -4.1% | -28.5
Clc1ccc(/C=N/Nc2nn[nH]n2)cc1
    -22.4 | -1.9% | . | -100.0*
Cc1ccccc1Cn1ccc(=NCc2ccccc2)cc1
    . | 1.3% | . | -27.2
COc1ccc(Oc2ncc3ncc(=O)n(Cc4ccc(F)cc4)c3n2)cc1
    . | -12.1% | -20.4% | .
Cc1ccc2nc(/C(C#N)=C\c3ccc(Oc4ccc([N+](=O)[O-])cn4)cc3)[nH]c2c1
    . | -4.0% | . | 36.9
COC(=O)C1(C)Nc2ccccc2C(=O)N1c1ccccc1C (stereo not drawn)
    -7.7 | -2.4% | -0.9% | -16.0
CCOc1ccc(NC(=O)CN(C)c2ccc(S(=O)(=O)N3CCOCC3)cn2)cc1OCC
    -3.6 | 3.9% | -6.0% | 11.2
Cc1ccccc1OCc1nnc(SCC(=O)Nc2ccc3nc(SCC(=O)NC(C)(C)C)sc3c2)n1C
    -7.7 | -4.1% | 6.1% | -13.3
CCN1CCCC1CNc1ncnc2c1[nH]c1ccc(F)cc12 (stereo not drawn)
    13.2 | 9.4% | 39.9%[activator] | -8.9
Cc1cc(=S)cc(C)n1CCO
    . | 1.9% | . | 31.8
CC(C)CNC(=O)COc1ccc2c3c(c(=O)oc2c1)CCC3
    -3.1 | -3.1% | 1.0% | ?
O=C(COC(=O)Cn1cnc2ccccc21)NCCC1=CCCCC1
    6.4 | -2.5% | 6.5% | ?
Cc1ccc(N(CC(O)COCc2ccco2)S(=O)(=O)c2ccc(C)cc2)cc1 (stereo not drawn)
    -1.8 | ? | -20.9% | -19.5
O=[N+]([O-])c1ccc2c(c1)C(O)n1nc(-c3ccc(Cl)cc3Cl)nc1S2 (stereo not drawn)
    -18.5 | -6.0% | -14.2% | ?
CCCn1nc([N+](=O)[O-])c(C(C#N)c2nc3ccccc3o2)c(Cl)c1=O (stereo not drawn)
    -2.9 | -23.2% | . | ?
COCCCNC(=O)CSC1=Nc2ccccc2C2=NC(Cc3c[nH]c4ccccc34)C(=O)N12 (stereo not drawn)
    -12.5 | -1.1% | -7.2% | -22.7
Cc1ccc(N=Cc2ccc(O)cc2O)cc1F
    5.1 | -12.1% | -5.6% | -27.3
NC(=S)NNC(N)=S
    . | 4.5% | -18.3% | .
CCCCOc1ccc(/C=C/C(=O)NCCc2nc3ccccc3[nH]2)cc1
    3.0 | 1.4% | 6.0% | 22.2
CCOc1ccccc1NC(=O)NC1CCN(CC(=O)Nc2ccc3c(c2)OCCO3)CC1
    4.1 | 0.2% | 3.2% | 31.7
Cc1nnc(SCCN2CCOCC2)c2nn(-c3ccccc3F)c(C)c12
    . | 3.6% | . | -3.1
Cc1ccc(S(=O)(=O)N(CC(=O)N/N=C/c2ccco2)Cc2ccccc2)cc1
    14.1 | -9.0% | -9.1% | 38.0
c1ccc2[nH]c(NC3=NCCC3)nc2c1
    2.7 | 4.7% | . | 62.1
Cc1ccc(C)c(CN2C(=O)C3CCCN3c3ccc(S(=O)(=O)N4CCOCC4)cc32)c1 (stereo not drawn)
    11.4 | -14.5% | -20.9% | 36.5
NC(N)=N/N=C/c1ccc(OCc2ccccc2)cc1
    4.8 | -11.5% | 33.1%[activator] | -3.5
Cc1ccc(C2c3c(oc4ccccc4c3=O)C(=O)N2CCCN2CCOCC2)o1 (stereo not drawn)
    0.3 | -11.9% | 2.5% | -23.5
CCOc1ccc(C(=O)Nc2ccccc2CC)cc1[N+](=O)[O-]
    . | -2.2% | . | -15.8
Cc1ccc(CNC(=O)c2csc3c2CCCCC3)cc1
    -7.1 | 6.4% | 3.2% | 59.9
O=[N+]([O-])c1cccnc1N1CCC(c2cc(-c3cccc(C(F)(F)F)c3)n[nH]2)CC1
    3.9 | -17.1% | 16.2% | -17.1
CN1CCN(CCc2nc3cc(NC(=O)COc4ccccc4)ccc3n2C)CC1
    4.6 | 1.8% | 12.3% | -5.7

The results go on.
Results follow in this order: IMPase cell inh | ALOX12 inhib | ALOX15B inhib | PNC inhibitor
COc1ccc(-c2nnc(SCC(=O)Nc3ccc(C)cc3)n2C)cc1
    8.6 | -2.1% | 4.4% | ?
O=C(NCc1ccccc1)C(Cc1ccccc1)N1C(=O)C2C3CCC(C3)C2C1=O (stereo not drawn)
    -0.8 | 4.1% | -5.3% | -22.3
CC(=O)N1CCN2C(=O)C1CCCC(=O)c1cc(C3CCCCC3)ccc12 (stereo not drawn)
    -1.4 | -4.5% | -0.8% | 25.0
Cc1nonc1NC(=O)CSc1nc(C2CCCCC2)nc2ccccc12
    3.0 | -4.6% | 2.5% | 14.6
c1ccc(CCc2cccnc2)nc1
    . | 4.1%[11.4 µM] | -2.2%[11.4 µM] | .
CC1(C)CC(=O)C=C(Nc2ccc(C(=O)O)cc2)C1
    3.3 | -1.1% | . | ?
